PG9 binder – binds the HIV-1 gp120 antibody PG9. TR-FRET gp120-PG9 antibody binding. inhibition, % at 6.7 µM. actives 0.43% (n = 360,000). AID 624416; in the data active means inhibition above about 8.5%
rCAG RNA binder – binds r(CAG) RNA repeats. inhibition, % at 3 µM. r(CAG) RNA repeat, TO-PRO-1 dye displacement fluorescence. actives 1.3% (n = 370,000). AID 651821;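 active means inhibition above the plate cutoff, the mean of all test compounds on that plate plus 3 SD, cut at about 35% in these data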;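 further: 0% = DMSO alone and 100% = 100 µM mitoxantrone as full dye displacement; higher means more dye released from RNA so lower well fluorescence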
LEDGF integ inh – blocks HIV-1 LEDGF/p75-dependent DNA integration. TR-FRET IN-LEDGF/p75 DNA integration, Eu/Cy5. inhibition, % at 3.7 µM. actives 0.64% (n = 370,000). AID 743269;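 active means inhibition above the screen-wide mean plus 3 SD, cut at about 13% in these data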;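 further: signal is the Cy5 over europium emission ratio at 671 and 618 nm; 0% = plate median of compound wells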
mABHD4 FP – inhibitors of mouse ABHD4; inhibition, % at 8.92 µM; purified mABHD4, FP-Rh probe fluorescence polarization; Q8VD66; AID 720543; actives 0.54% (n = 370,000);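 active means inhibition exceeding the mean over every tested compound plus 3 SD, cut at about 30% in these data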;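 further: 0% = plate median of compound wells and 100% = S159A mutant with DMSO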
Target sequence (Q8VD66 whole entry, looked up): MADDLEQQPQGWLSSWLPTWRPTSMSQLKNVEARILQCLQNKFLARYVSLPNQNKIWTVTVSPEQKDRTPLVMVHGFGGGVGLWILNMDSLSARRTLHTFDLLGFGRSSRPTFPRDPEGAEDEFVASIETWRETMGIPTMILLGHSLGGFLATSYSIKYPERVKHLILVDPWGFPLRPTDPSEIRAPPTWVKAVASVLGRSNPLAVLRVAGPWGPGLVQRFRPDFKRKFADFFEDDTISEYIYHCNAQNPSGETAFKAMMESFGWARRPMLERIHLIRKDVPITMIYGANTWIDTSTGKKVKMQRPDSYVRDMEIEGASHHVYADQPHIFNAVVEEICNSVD
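Assay system: wild-type mouse ABHD4 protein; compound: single nominal dose of 8.92 µM, 0.89% DMSO final; schedule: 45 min + 60 min at 25 °C; measured by: FP readout, ex 525 nm / em 598 nm; evaluation: % inhibition of FP-Rh probe binding versus controls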
Rev-erbA mod – modulators of human Rev-erb alpha DNA binding; P20393; Rev-erbα–FITC-DNA binding, fluorescence polarization, 90 min; activity, % at 10 µM; actives 0.79% (n = 370,000); AID 1259318;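 active means activity above about 14%, limit read from the data; passing the limit was not always enough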;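 further: 0% = DMSO wells with 35 nM protein and 100% = DMSO wells with 750 nM protein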
TCR-CD3 inh – human TCR-CD3 binding inhibition | TAMRA-labeled TCR probe fluorescence, biochemical | inhibition, % at 9.4 µM | actives 0.37% (n = 360,000); in the data active means inhibition above about 19%;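 further: recombinant mutant TCR 2C K166C tagged with TAMRA read by polarization; 0% = receptor in buffer alone and 100% = receptor with positive control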
HTRA1 inhibitor – HTRA1 (human) protease inhibition | Q92743 | recombinant HTRA1, FP-rhodamine activity-based probe, fluorescence polarization | inhibition, % at 5.96 µM | actives 0.5% (n = 340,000) | AID 504803; in the data active means inhibition above about 36%;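 further: 0% = enzyme with DMSO and 100% = wells lacking enzyme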
PRMT1 FP inh – blocks human protein arginine methyltransferase 1; recombinant PRMT1, activity-based probe fluorescence polarization; Q99873; AID 652257; actives 1.3% (n = 370,000); inhibition, % at 2.79 µM;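 active means inhibition above about 21% made by adding two undisclosed values, limit read from the data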
MBD2 inh – blocks human MBD2 binding to methylated DNA; Q9UBB5; TR-FRET, MBD2 binding to methylated oligonucleotide; inhibition, % at 4.4 µM; actives 0.31% (n = 370,000); AID 686964; in the data active means inhibition above about 13%
UHRF1 binding – blocks human UHRF1 binding to methylated DNA | actives 0.75% (n = 370,000) | inhibition, % at 4.4 µM | AID 687016 | UHRF1 binding to methylated oligo, TR-FRET | Q96T88; in the data active means inhibition above about 21%;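 further: UHRF1 SRA domain binding a hemimethylated CpG hairpin DNA probe; 0% = median of test compound wells and 100% = reference inhibitor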
Target sequence (Q96T88 whole entry, looked up, the tested form may be a part): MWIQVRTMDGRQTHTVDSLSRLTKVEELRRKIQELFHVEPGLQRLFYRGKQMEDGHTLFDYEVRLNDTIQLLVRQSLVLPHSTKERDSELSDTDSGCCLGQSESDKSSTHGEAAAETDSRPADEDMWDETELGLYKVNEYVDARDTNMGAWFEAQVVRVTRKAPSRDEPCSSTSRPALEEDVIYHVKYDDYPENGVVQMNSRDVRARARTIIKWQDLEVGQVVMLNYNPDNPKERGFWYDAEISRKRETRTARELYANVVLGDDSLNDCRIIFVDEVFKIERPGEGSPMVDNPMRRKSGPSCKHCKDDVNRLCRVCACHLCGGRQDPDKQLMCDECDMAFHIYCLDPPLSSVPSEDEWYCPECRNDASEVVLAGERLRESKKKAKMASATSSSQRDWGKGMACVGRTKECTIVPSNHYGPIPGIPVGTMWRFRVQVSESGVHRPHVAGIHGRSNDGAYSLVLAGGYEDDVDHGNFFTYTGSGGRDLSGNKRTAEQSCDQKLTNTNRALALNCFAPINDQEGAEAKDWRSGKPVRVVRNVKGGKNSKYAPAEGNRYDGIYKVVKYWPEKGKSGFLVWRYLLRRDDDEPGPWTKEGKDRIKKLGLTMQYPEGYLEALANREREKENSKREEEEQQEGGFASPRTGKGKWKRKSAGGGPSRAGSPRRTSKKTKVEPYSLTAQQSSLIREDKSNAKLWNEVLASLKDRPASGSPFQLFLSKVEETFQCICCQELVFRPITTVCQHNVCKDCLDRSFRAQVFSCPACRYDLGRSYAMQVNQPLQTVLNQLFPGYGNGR
* marks the source's active call; other numbers are inactive results; nt = not tested or not shown. Some of the compounds tested; the hit share may differ from the screen's.

SMILES	PG9 binder	rCAG RNA binder	LEDGF integ inh	mABHD4 FP	Rev-erbA mod	TCR-CD3 inh	HTRA1 inhibitor	PRMT1 FP inh	MBD2 inh	UHRF1 binding
COc1ccc(S(=O)(=O)N2CCCCC2)cc1NC(=O)CCCNC(=O)c1ccc(Cl)cc1	1.5	2	-1	6	-3	-9	-10	2	1	-2
CC(C(=O)NCCc1ccccc1)N1c2cccc3cccc(c23)S1(=O)=O (stereo unspecified)	-1.5	-1	0	-2	2	4	-9	-3	-1	-2
O=C(NCc1ccccc1Cl)c1ccc2nnsc2c1	-2.3	3	4	-3	-5	7	-1	-1	1	-3
Cc1cc(C(=O)N2CCN(c3cc(Cl)ccc3C)CC2)on1	-1.1	1	-1	-6	-2	2	-6	2	-6	-2
Cc1ccc(C(=O)NNC(=S)NCC2CCCO2)cc1[N+](=O)[O-] (stereo unspecified)	0.2	1	5	1	-1	0	8	-4	-2	-3
COC(=O)[C@@]12C[C@@H](CC(=O)N3CCN(C(=O)C4CC4)CC3)C(=O)N(CCc3ccc(OC)c(OC)c3)C1=CCC(C)(C)C2	-1.6	0	1	1	-4	9	nt	0	-1	-1
O=C(NC12CC3CC(CC(C3)C1)C2)C1CCCN1C(=O)NC1CCCCC1 (stereo unspecified)	2.3	-5	2	7	-1	-7	6	3	-3	5
CC(C)COC(=O)n1c(=O)oc2cc(S(=O)(=O)N3CCCCC3)ccc21	0.1	14	-2	-19	-4	1	-10	2	0	3
O=C(NCCc1nc(-c2ccccc2Cl)no1)c1ccccc1	1.2	13	-2	-6	-2	4	8	1	0	5
O=C(Nc1cccc(C(F)(F)F)c1)N1CCN(C(=O)Nc2cccc(C(F)(F)F)c2)CC1	1.9	0	-1	-19	1	-8	4	3	7	3
CCOc1ccc(N(CC(=O)NC2CCCCC2)C(=O)CCC(=O)Nc2ccccn2)cc1	-1.2	-3	-3	2	7	6	8	-5	-1	-2
CCOc1ccccc1-c1cc(C(=O)N/N=C/c2ccc3c(c2)OCO3)c2ccccc2n1	-2.0	2	-5	-7	3	1	-4	-2	0	0
NC(=O)c1cc(N2C(=O)C3CC=CCC3C2=O)ccc1N1CCCCC1 (stereo unspecified)	-1.1	-1	2	2	-6	5	-7	-1	0	3
COc1ccc2c(c1)c1nc3n(c(=O)c1n2CC(=O)Nc1cc(C)[nH]n1)CCS3	-1.4	6	-2	0	19*	0	nt	1	-3	-1
COCCOc1ccc(C(F)(F)F)cc1NC(=O)COC(=O)C1=COCCO1	-0.7	-7	-1	-1	8	1	0	3	2	3
CCCCn1c(-c2cccc(C)c2)nc2cc3[nH]c(=O)c(C(C)C)nc3cc21	-0.5	-1	0	-5	-5	5	-17	5	-5	-3
CCC(=O)N1CCC1(C)C(=O)NCc1ccc(SC)cc1 (stereo unspecified)	-0.5	-1	0	-1	-9	4	nt	-1	0	1
CCOc1ccccc1N1CCN(C(=O)c2cc3ccccc3cc2OC)CC1	0.8	-8	1	3	0	-4	-5	-1	-1	2
CSc1ccc(C=NNc2ccc(S(=O)(=O)Nc3ccccc3C(=O)O)cc2[N+](=O)[O-])cc1	3.9	17	2	32*	9	-1	16	2	4	1
CCCn1c(=NC(=O)CCS(=O)(=O)c2ccccc2)sc2cc(S(N)(=O)=O)ccc21	1.0	12	0	-2	4	2	-11	6	0	-1
O=C(NC1CC1)c1cccc(S(=O)(=O)Nc2ccccc2F)c1	1.0	2	4	-2	6	9	1	-1	-3	0
COc1cc(CC(=O)O)c([N+](=O)[O-])cc1OC	-1.4	-3	0	-5	-1	7	1	-4	-3	0
CCNC(=O)C1CC(=O)N(c2ccc(OCC)cc2)C1 (stereo unspecified)	-1.5	-3	1	4	0	-1	5	1	0	-2
O=C(c1cc(-c2ccc(Cl)cc2)on1)N1CCN(c2ccccc2)CC1	0.3	-1	0	-4	-1	-12	3	6	9	7
CCC1(C)Cc2ccccc2C(=O)N1 (stereo unspecified)	0.8	1	1	0	-5	3	0	1	-2	1
CCOc1cc(C2C3=C(CCCC3=O)NC3=C2C(=O)CCC3)ccc1OCCO	0.9	0	5	0	0	-3	2	-3	-4	-5
Cc1nn(-c2ccccc2)c2nc(N)c(C#N)c(-c3ccc(F)cc3)c12	-0.6	4	0	-21	5	2	-50	1	4	-2
O=C(c1[nH]c(C(F)(F)F)nc1-c1ccccc1)N1CCc2c([nH]c3ccccc23)C1	-2.1	18	-2	-5	3	-9	nt	3	3	0
COc1ccccc1/C=C/C=N/NC(=O)c1ccco1	-5.6	0	-2	-4	7	-7	0	0	0	-1
O=C(N/N=C/c1ccc(Cl)cc1)c1n[nH]c2c1CCCC2	-1.1	-2	-2	-18	-2	0	-7	4	4	5

Given with two lines to a compound: entries from further up
Sequence of screens: PG9 binder | rCAG RNA binder | LEDGF integ inh | mABHD4 FP | Rev-erbA mod | TCR-CD3 inh | HTRA1 inhibitor | PRMT1 FP inh | MBD2 inh | UHRF1 binding
CCOc1ccccc1-c1cc(C(=O)N/N=C/c2ccc3c(c2)OCO3)c2ccccc2n1
    -2.0 | 2 | -5 | -7 | 3 | 1 | -4 | -2 | 0 | 0
NC(=O)c1cc(N2C(=O)C3CC=CCC3C2=O)ccc1N1CCCCC1 (stereo unspecified)
    -1.1 | -1 | 2 | 2 | -6 | 5 | -7 | -1 | 0 | 3
COc1ccc2c(c1)c1nc3n(c(=O)c1n2CC(=O)Nc1cc(C)[nH]n1)CCS3
    -1.4 | 6 | -2 | 0 | 19* | 0 | nt | 1 | -3 | -1
COCCOc1ccc(C(F)(F)F)cc1NC(=O)COC(=O)C1=COCCO1
    -0.7 | -7 | -1 | -1 | 8 | 1 | 0 | 3 | 2 | 3
CCCCn1c(-c2cccc(C)c2)nc2cc3[nH]c(=O)c(C(C)C)nc3cc21
    -0.5 | -1 | 0 | -5 | -5 | 5 | -17 | 5 | -5 | -3
CCC(=O)N1CCC1(C)C(=O)NCc1ccc(SC)cc1 (stereo unspecified)
    -0.5 | -1 | 0 | -1 | -9 | 4 | nt | -1 | 0 | 1
CCOc1ccccc1N1CCN(C(=O)c2cc3ccccc3cc2OC)CC1
    0.8 | -8 | 1 | 3 | 0 | -4 | -5 | -1 | -1 | 2
CSc1ccc(C=NNc2ccc(S(=O)(=O)Nc3ccccc3C(=O)O)cc2[N+](=O)[O-])cc1
    3.9 | 17 | 2 | 32* | 9 | -1 | 16 | 2 | 4 | 1
CCCn1c(=NC(=O)CCS(=O)(=O)c2ccccc2)sc2cc(S(N)(=O)=O)ccc21
    1.0 | 12 | 0 | -2 | 4 | 2 | -11 | 6 | 0 | -1
O=C(NC1CC1)c1cccc(S(=O)(=O)Nc2ccccc2F)c1
    1.0 | 2 | 4 | -2 | 6 | 9 | 1 | -1 | -3 | 0
COc1cc(CC(=O)O)c([N+](=O)[O-])cc1OC
    -1.4 | -3 | 0 | -5 | -1 | 7 | 1 | -4 | -3 | 0
CCNC(=O)C1CC(=O)N(c2ccc(OCC)cc2)C1 (stereo unspecified)
    -1.5 | -3 | 1 | 4 | 0 | -1 | 5 | 1 | 0 | -2
O=C(c1cc(-c2ccc(Cl)cc2)on1)N1CCN(c2ccccc2)CC1
    0.3 | -1 | 0 | -4 | -1 | -12 | 3 | 6 | 9 | 7
CCC1(C)Cc2ccccc2C(=O)N1 (stereo unspecified)
    0.8 | 1 | 1 | 0 | -5 | 3 | 0 | 1 | -2 | 1
CCOc1cc(C2C3=C(CCCC3=O)NC3=C2C(=O)CCC3)ccc1OCCO
    0.9 | 0 | 5 | 0 | 0 | -3 | 2 | -3 | -4 | -5
Cc1nn(-c2ccccc2)c2nc(N)c(C#N)c(-c3ccc(F)cc3)c12
    -0.6 | 4 | 0 | -21 | 5 | 2 | -50 | 1 | 4 | -2

Further entries
SMILES	PG9 binder	rCAG RNA binder	LEDGF integ inh	mABHD4 FP	Rev-erbA mod	TCR-CD3 inh	HTRA1 inhibitor	PRMT1 FP inh	MBD2 inh	UHRF1 binding
CCOc1ccccc1NC(=O)c1ccc(NC(=O)c2ccco2)cc1	0.3	-1	0	-8	3	3	-20	2	2	1
CSc1nncn1/N=C/c1ccccc1F	2.2	0	0	2	2	-5	8	-2	-3	-6
COc1ccc(NC(=O)CN(C)S(=O)(=O)c2ccc(Br)s2)cc1OC	-0.6	-1	-2	0	2	2	4	-1	6	1
CC(=O)Nc1ccc(NC(=O)Cn2cnc3c(cnn3C(C)(C)C)c2=O)cc1	2.3	6	1	-20	-2	0	nt	7	12	6
O=C1C(Cc2ccccc2)Nc2ncnc(N3CCN(c4ccccc4)CC3)c2N1Cc1ccc(Cl)cc1 (stereo unspecified)	0.1	3	0	-7	-4	-1	-28	-3	1	-5
COc1cc(/C=C(\C#N)c2nc3ccccc3[nH]2)ccc1Oc1ccc([N+](=O)[O-])cn1	0.5	17	3	3	4	-6	-15	0	-3	-4
COC(=O)c1c(NC(=S)NNC(=O)c2ccc(Cl)s2)sc(C(=O)N(C)C)c1C	1.2	17	5	4	4	0	0	-3	-1	0
Cn1nnnc1SCC(=O)N(C1CCCCC1)C1CCS(=O)(=O)C1 (stereo unspecified)	-2.6	0	1	0	-4	6	3	-2	2	-2
COCCSc1ccccc1C(=O)Nc1ccc(Cl)cc1	0.2	-1	3	-3	-8	-1	4	5	3	-1
COc1ccc(N2CCN(CCNC(=O)Nc3cc(Cl)ccc3Cl)CC2)cc1	1.2	4	3	4	4	1	-2	-4	-4	1
CC(C)NC(=O)C1(C)CCN1C(=O)c1ccc(F)c(Cl)c1 (stereo unspecified)	0.1	-1	-1	-1	-1	8	nt	-2	2	1
COc1ccc2[nH]cc(CCNC(=O)Cn3cc(C)c(=O)[nH]c3=O)c2c1	-0.8	1	0	-1	-4	1	3	-5	1	-2
CCN(CC(=O)Nc1c(F)cccc1F)C(=O)CNC(=O)c1cccs1	1.8	-2	2	4	4	0	1	-1	1	-2
COc1ccc(NC(=O)Cn2c(=O)n(CC3CCCO3)c(=O)c3cc(OC)c(OC)cc32)c(OC)c1 (stereo unspecified)	-2.4	6	0	-3	-1	4	-2	6	0	3
CCCCSc1nnc2nc(C)cc(C)n12	2.5	0	0	1	3	-1	7	0	1	-2
CC(OC(=O)c1cccc(NS(C)(=O)=O)c1)C(=O)Nc1ccc2c(c1)OCO2 (stereo unspecified)	-1.4	5	0	0	-2	3	6	2	-6	-2
CC(OC(=O)c1n[nH]c2ccccc12)C(=O)Nc1ccccc1[N+](=O)[O-] (stereo unspecified)	-0.9	3	0	4	6	-1	4	0	4	-3
CCc1ccc(N2CN=c3s/c(=C\c4ccccc4)c(=O)n3C2)cc1	-1.4	-1	-1	-4	-3	6	4	-2	-2	2
Cc1cccc(N(C(=O)c2snc(C(N)=O)c2N)C(C(=O)NC2CCCC2)c2ccncc2)c1 (stereo unspecified)	2.0	3	-2	-1	-3	-2	6	0	0	-1
N#Cc1ccc(C23CC4(C2)[C@H](CN(Cc2ccc(C(F)(F)F)cc2)[C@@H]4c2ccccc2)C3c2ccc(Cl)nc2)cc1 (stereo partly specified)	1.1	8	-4	-6	4	2	nt	1	-1	-2
Cc1ccc2c(CC(=O)Nc3ccc(N4CCN(C)CC4)cc3C)coc2c1	-1.8	4	4	11	0	2	3	-1	1	-2
O=C(NC(=S)Nc1cccc([N+](=O)[O-])c1)c1ccco1	-1.1	1	0	0	-4	3	-3	-3	-6	2
CC(=O)c1ccc(NC(=O)CNCc2cccs2)cc1	-0.1	-1	5	4	5	6	-14	-5	0	-3
CC(C)CCN(C(=O)C1=COCCO1)c1c(N)n(Cc2ccccc2)c(=O)[nH]c1=O	1.3	-5	4	-3	-3	-1	-2	4	-8	-1
COc1ccc(C(=O)C2CCCN(Cc3c(O)cccc3OC)C2)cc1OC (stereo unspecified)	-1.5	-10	5	3	2	1	-1	-6	-2	-1
